Compound activity: PubChem, several laboratories
KLK7 zymogen act: activators of human kallikrein-7 zymogen | AID 652039 | activation, % at 7 µM | P49862 | purified proKLK7, EDANS-DABCYL substrate fluorescence; 100% is mature enzyme control, 0% vehicle | 370,000 tested, 0.9% active;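 active = activation above the mean of all tested compounds plus 3 SD, computed per campaign excluding outliers beyond control limits, cut at about 13% in these data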
hcDAF-12 act: activators of H. contortus DAF-12 nuclear receptor; HEK293 hcDAF-12 lit1-tk-luc reporter, luminescence; 0% DMSO, 100% Δ7-dafachronic acid; activation, % at 6.8 µM; 370,000 tested, 1.4% active; AID 652067;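 active = activation above the mean of all tested compounds plus 3 SD, cut at about 5.5% in these data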;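 note: 100% = response to 3 µM Δ7-dafachronic acid high control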
DAX1 inh-1: inhibitors of human orphan nuclear receptor DAX1 (NR0B1); HEK293 Gal4-DAX1 luciferase reporter, luminescence; inhibition, % at 6.75 µM; 340,000 tested, 0.99% active; AID 504766;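 active = inhibition above the mean over all tested compounds plus 3 SD, cut at about 4.2% in these data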;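 note: 0% = DAX1-transfected cells with DMSO and 100% = empty-vector control cells with DMSO; inhibition shows as a rise in luminescence from relieved DAX1 repression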
hgDAF12 agonist: hgDAF-12 agonism, primary luciferase screen; HEK293 GAL4-hgDAF12 UAS-luciferase reporter, agonist luminescence; normalized to butyrate control; activation, % at 6.8 µM; 370,000 tested, 1.8% active;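 active = activation above a cutoff set at the mean of all screened compounds plus 3 SD, cut at about 10% in these data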;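 note: 0% = DMSO wells and 100% = sodium butyrate wells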
GAA850 FXN act: frataxin GAA850 promoter activation. HEK293 lucGAA850 FXN promoter luciferase reporter, 24 h; percent of 10 µM SAHA response. activation, % at 6 µM. 360,000 tested, 0.56% active. AID 540364;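 active = activation above the average of all compounds screened plus 3 SD, cutoff fixed separately per campaign, cut at about 7.5% in these data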;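 note: 0% = DMSO wells and 100% = 10 µM SAHA wells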
GC-A act: GC-A (human) enzyme activation. P16066. HEK293 GC-A cells, cGMP TR-FRET, EC30 ANP; 0% at EC30 ANP, 100% saturating ANP. activation, % at 10 µM. 370,000 tested, 0.14% active. AID 1671463; in the data active = activation above about 40%
ssDAF12 agonist: S. stercoralis DAF-12 activation, primary screen; HEK293 ssDAF-12/GRIP1 lit1-tk-luc reporter, luminescence; % of 3 µM dafachronic acid response; activation, % at 6.8 µM; 370,000 tested, 1% active; AID 652126;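 active = activation above the mean over all tested compounds plus 3 SD, cut at about 0.9% in these data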;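 note: 0% = DMSO-only wells and 100% = 3 µM delta7-dafachronic acid wells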
NPR2 activator: GC-B (human) receptor activation | P20594 | HEK293-GC-B cells, CNP EC30, cGMP TR-FRET; 0% at EC30 CNP, 100% saturating CNP | activation, % at 10 µM | 370,000 tested, 0.11% active | AID 1920062;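 active = activation at 10 µM reaching about 35% in either raw or pattern-adjusted values, limit read from the data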
Target sequence (P20594 whole entry, looked up): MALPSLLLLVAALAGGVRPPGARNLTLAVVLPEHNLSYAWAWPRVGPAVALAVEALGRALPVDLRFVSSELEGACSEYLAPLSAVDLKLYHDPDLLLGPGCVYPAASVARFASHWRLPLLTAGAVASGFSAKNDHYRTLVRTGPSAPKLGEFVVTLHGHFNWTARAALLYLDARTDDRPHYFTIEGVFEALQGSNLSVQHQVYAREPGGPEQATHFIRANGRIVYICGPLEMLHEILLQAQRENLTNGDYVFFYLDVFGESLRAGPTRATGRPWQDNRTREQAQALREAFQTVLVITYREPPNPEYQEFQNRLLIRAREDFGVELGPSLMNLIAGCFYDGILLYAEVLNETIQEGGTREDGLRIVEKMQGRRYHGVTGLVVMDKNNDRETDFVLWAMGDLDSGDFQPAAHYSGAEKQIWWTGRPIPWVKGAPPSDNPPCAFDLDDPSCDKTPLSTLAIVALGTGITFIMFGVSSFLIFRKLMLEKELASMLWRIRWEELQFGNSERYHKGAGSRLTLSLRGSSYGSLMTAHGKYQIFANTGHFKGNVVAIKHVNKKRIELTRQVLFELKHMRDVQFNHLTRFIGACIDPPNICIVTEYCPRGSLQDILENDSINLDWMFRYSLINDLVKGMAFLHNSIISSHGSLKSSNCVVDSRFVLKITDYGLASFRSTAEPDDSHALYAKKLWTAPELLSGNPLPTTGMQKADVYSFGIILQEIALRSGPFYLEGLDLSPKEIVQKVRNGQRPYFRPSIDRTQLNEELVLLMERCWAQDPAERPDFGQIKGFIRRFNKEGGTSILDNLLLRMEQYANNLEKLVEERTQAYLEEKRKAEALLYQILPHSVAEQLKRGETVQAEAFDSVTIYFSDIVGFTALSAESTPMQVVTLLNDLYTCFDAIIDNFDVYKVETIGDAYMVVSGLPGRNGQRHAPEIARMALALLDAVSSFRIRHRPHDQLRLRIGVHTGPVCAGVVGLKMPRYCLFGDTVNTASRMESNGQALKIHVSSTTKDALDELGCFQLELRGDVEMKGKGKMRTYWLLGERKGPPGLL
DAX1 inh-2: DAX1 (NR0B1) inhibition, primary screen; HEK293T StAR-luciferase reporter, SF-1/DAX-1 repression relief; AID 652010; inhibition, % at 6.8 µM; 370,000 tested, 1.1% active;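 active = inhibition above the mean over all tested compounds plus 3 SD, cut at about 3.6% in these data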;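 note: 0% = DAX-1 cells with DMSO and 100% = cells lacking DAX-1 with DMSO; higher inhibition means more luminescence from relief of DAX-1 repression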
SMARCA2 activ: activators of SMARCA2 function; activation, % at 9.1 µM; MG213 cells, MMTV-luciferase reporter, dexamethasone, overnight; AID 652017; 370,000 tested, 1% active; in the data active = activation above about 7.8%;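 note: 0% = vehicle wells and 100% = reference activator wells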
HGIII-sPLA2 inh: Inhibits HGIII-sPLA2 liposome hydrolysis, primary screen. QFRET BODIPY PC-A2 liposome hydrolysis, fluorescence. AID 743126. 370,000 tested, 0.56% active. Q9NZ20. inhibition, % at 12.2 µM;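 active = inhibition above mean plus 3 SD of compounds lying within the high and low control bounds, cut at about 19% in these data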;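 note: 0% = median of test compound wells and 100% = no enzyme DMSO wells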
The depositor's hits bear a star; x = no result given.

SMILES	KLK7 zymogen act	hcDAF-12 act	DAX1 inh-1	hgDAF12 agonist	GAA850 FXN act	GC-A act	ssDAF12 agonist	NPR2 activator	DAX1 inh-2	SMARCA2 activ	HGIII-sPLA2 inh
COc1ccccc1N(CC(=O)NCc1ccc2c(c1)OCO2)C(=O)CCC(=O)Nc1nccs1	0.3	-1.9	0.8	0.8	1.5	-3.2	-0.8	-2.1	0.2	-2.7	0.4
COc1ccc(NC(C)C(=O)N/N=C/c2ccccc2OCc2ccc(Br)cc2)cc1 (stereo not given)	1.3	2.7	0.4	6.8	1.4	-8.0	-0.8	-8.3	1.1	-2.7	15.1
N#Cc1nc(NCC(F)F)nc(Nc2cc(F)cc(F)c2)n1	-0.3	-1.9	0.9	0.4	0.4	44.5*	-1.2	39.5*	-0.7	-1.2	12.0
Cc1cccc(N2CC(C(=O)Nc3ccccc3N3CCCC3)CC2=O)c1C (stereo not given)	0.0	-0.5	0.3	3.2	-1.9	-1.6	-0.7	-14.1	1.3	-2.3	1.6
O=c1[nH]c2cc3ccccc3cc2nc1-c1nnnn1C1CCCC1	-1.1	-0.2	x	0.9	x	2.5	-0.5	-6.7	-4.3	-1.3	-17.8
COc1cccc(/C=C2\SC(=S)N(CCC(=O)N3CCCCC3CCO)C2=O)c1 (stereo not given)	0.4	-0.8	0.3	1.9	-3.0	-7.0	-1.6	1.0	0.4	-1.2	-15.7
COc1cc(/C=N/NC(=O)c2ccc(CN3c4cccc5cccc(c45)S3(=O)=O)cc2)cc(OC)c1O	-6.6	-1.7	x	0.1	3.1	-0.3	-1.5	-1.2	-0.1	-2.1	-1.1
Cc1cc(C)n(-c2ccc(C(=O)N3CC(C)OC(C)C3)cc2)n1 (stereo not given)	-0.3	-0.7	0.9	0.6	0.9	0.8	0.0	0.0	0.2	-1.4	2.2
CC[C@@H](Nc1ncnc2c1oc1ccccc12)C(=O)O	-0.7	0.4	1.5	5.3	0.2	4.1	-0.4	2.8	-0.2	0.6	-3.9
COc1cc(OC)cc(-c2c(-c3ccc(F)cc3)c3cc(-c4ccc5cc[nH]c5c4)ccc3n2C)c1	0.5	0.7	-0.4	2.2	-1.2	-1.6	-0.6	-0.1	1.1	-0.6	10.5
O=C(NCCN1CCOCC1)c1ccc2ccccc2c1	-0.8	1.0	-0.3	1.3	2.3	3.0	-0.7	-1.1	0.1	3.3	2.4
COc1ccccc1C(CNC(=O)c1cccc(S(=O)(=O)N2c3ccccc3CC2C)c1)N(C)C (stereo not given)	0.7	-2.0	-0.3	2.1	-7.8	-0.2	-1.6	1.7	-0.9	-3.6	5.2
Cc1[nH]nc2c1C(c1ccsc1)C1=C(CC(C)(C)CC1=O)N2 (stereo not given)	13.6*	-0.9	-0.6	-1.6	1.4	-5.2	-1.2	-4.5	-0.1	-3.0	3.8
OCCOCCn1c(C(CO)Nc2nc(-c3ccc(Cl)cc3)cs2)nc2ccccc21 (stereo not given)	0.2	0.7	-1.3	-1.2	1.4	-5.9	-0.8	-21.6	-0.2	-0.7	-50.4
COc1ccc(OC)c(-c2nnc3n2N=C(c2ccc(OC)c(OC)c2)CS3)c1	-0.8	-5.5	-1.8	-6.7	1.0	8.3	-1.9	9.5	2.2	11.6*	-6.5
COc1cccc(C(=O)Nc2ccccc2NC(=O)c2cccc(OC)c2)c1	-0.1	-3.0	-1.8	1.2	0.1	-8.1	-2.3	-9.5	-0.8	-0.5	-14.4
CN(CC(=O)NCC1CCCO1)S(=O)(=O)c1ccc(Br)cc1 (stereo not given)	0.1	0.7	0.7	2.3	1.0	2.3	-1.0	2.2	-1.2	-0.7	1.9
O=C(NCCNC(=O)c1ccccn1)c1ccc(-c2ccccc2)cc1	-0.4	-2.4	-0.8	-2.0	-0.2	13.4	-1.8	-8.0	-0.3	-3.0	0.6
O=C1CCCc2cc3c(cc21)CCCC3	-0.3	0.4	0.0	-1.4	0.0	0.8	-0.9	-3.7	-0.4	-3.0	0.8
CC(OC(=O)CN1C(=O)c2ccccc2C1=O)C(=O)N(C)c1ccccc1 (stereo not given)	-0.4	0.6	0.0	-0.4	-0.8	3.2	-0.9	3.8	0.9	-1.9	-0.1
CN(C)Cc1c(C(=O)N/N=C/c2ccc(OCc3ccc(F)cc3)cc2)nnn1-c1nonc1N	0.1	-0.8	-0.8	1.4	1.6	0.8	-0.4	4.3	-0.1	-2.6	3.6
C[C@H]1CN([C@@H](C)CO)S(=O)(=O)c2ccc(C#CC3(O)CCCC3)cc2O[C@@H]1CN(C)C(=O)Cc1cccnc1	-0.2	-1.2	0.5	-1.2	-1.2	-4.6	-1.2	-3.6	0.4	1.2	4.7
COc1ccc(S(=O)(=O)N2CCCCCC2)cc1	0.0	-0.8	1.2	0.4	3.7	-1.4	-1.4	3.4	0.5	-3.3	9.1

As entered above:
Under hcDAF-12 act, `CC(OC(=O)CN1C(=O)c2ccccc2C1=O)C(=O)N(C)c1ccccc1` (stereo not given) is listed with 0.6
Under HGIII-sPLA2 inh, `COc1cc(/C=N/NC(=O)c2ccc(CN3c4cccc5cccc(c45)S3(=O)=O)cc2)cc(OC)c1O` is listed with -1.1

Of the compounds above, six have a halogen:
SMILES	KLK7 zymogen act	hcDAF-12 act	DAX1 inh-1	hgDAF12 agonist	GAA850 FXN act	GC-A act	ssDAF12 agonist	NPR2 activator	DAX1 inh-2	SMARCA2 activ	HGIII-sPLA2 inh
COc1ccc(NC(C)C(=O)N/N=C/c2ccccc2OCc2ccc(Br)cc2)cc1 (stereo not given)	1.3	2.7	0.4	6.8	1.4	-8.0	-0.8	-8.3	1.1	-2.7	15.1
N#Cc1nc(NCC(F)F)nc(Nc2cc(F)cc(F)c2)n1	-0.3	-1.9	0.9	0.4	0.4	44.5*	-1.2	39.5*	-0.7	-1.2	12.0
COc1cc(OC)cc(-c2c(-c3ccc(F)cc3)c3cc(-c4ccc5cc[nH]c5c4)ccc3n2C)c1	0.5	0.7	-0.4	2.2	-1.2	-1.6	-0.6	-0.1	1.1	-0.6	10.5
OCCOCCn1c(C(CO)Nc2nc(-c3ccc(Cl)cc3)cs2)nc2ccccc21 (stereo not given)	0.2	0.7	-1.3	-1.2	1.4	-5.9	-0.8	-21.6	-0.2	-0.7	-50.4
CN(CC(=O)NCC1CCCO1)S(=O)(=O)c1ccc(Br)cc1 (stereo not given)	0.1	0.7	0.7	2.3	1.0	2.3	-1.0	2.2	-1.2	-0.7	1.9
CN(C)Cc1c(C(=O)N/N=C/c2ccc(OCc3ccc(F)cc3)cc2)nnn1-c1nonc1N	0.1	-0.8	-0.8	1.4	1.6	0.8	-0.4	4.3	-0.1	-2.6	3.6
